# tuberculosis growth: growth inhibition of non-replicating M. tuberculosis (AID 488890); inhibition, % at 25 µM; hits with a dose series show IC50 in µM; hit rate 0.39% among 320,000; Mycobacterium tuberculosis non-replicating, growth inhibition; higher % means a stronger effect; in the data active means a potency from the dose series; inconclusive means inhibition mostly from about 82% at the one dose, without a potency; inactive means the rest, 99 in 100 with inhibition below about 76%;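 further: plate controls were DMSO cells for no effect and high antibiotic wells for full effect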
# PhoP GFP inhibition: PhoP regulon inhibitors, Salmonella typhi PhoP promoter GFP reporter, confirmatory (AID 1850). hit rate 0.33% among 310,000. Salmonella Typhi PhoP-promoter GFP reporter, fluorescence, 4 h; higher % means a stronger effect. one-dose inhibition, % at 50 µM; IC50 in µM for titrated hits; in the data active means a potency from the dose series; inconclusive means inhibition mostly from about 25% at the one dose, without a potency; inactive means the rest, 99 in 100 with inhibition below about 19%;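 further: 0% = induced wells with vehicle and 100% = uninduced wells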
# VEEV TC-83 Vero: inhibitors of VEEV TC-83 cytopathic effect, confirmation, Vero cells (AID 588727) | Vero cells, VEEV TC-83 cytopathic effect inhibition; higher % means a stronger effect | one-dose inhibition, % at 20 µM; IC50 in µM for titrated hits | hit rate 0.13% among 350,000; in the data active means a potency from the dose series; inconclusive means inhibition mostly from about 14% at the one dose, without a potency; inactive means the rest, 99 in 100 with inhibition below about 12%; further: strong numbers were not always called active
# M. tuberculosis HTS: M. tuberculosis growth inhibition, HTS (AID 449762) | hit rate 0.59% among 330,000 | inhibition, % at 25 µM, or IC50 in µM where a hit was titrated | M. tuberculosis H37Rv growth inhibition, 7H9 media; higher % means a stronger effect; in the data active means a potency from the dose series; inconclusive means inhibition above about 70% without an active follow-up result;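 further: bacterial growth assessed after seven days of incubation; strong numbers were not always called active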
# influenza NS1A: H1N1 influenza NS1A inhibitors, functional cell based assay (AID 504329). NS1A functional cell-based assay, percent inhibition; higher % means a stronger effect. hit rate 0.3% among 340,000. one-dose inhibition, % at 12.5 µM; IC50 in µM for titrated hits; in the data active means a potency from the dose series; inconclusive means inhibition above about 27% without an active follow-up result; further: strong numbers were not always called active
# VEEV TC-83 Vero 10K pilot screen: further read-out of VEEV TC-83 Vero, marked with its call; inhibition, %; measured here: 10K pilot screen inhibition
# * marks the source's active call; other numbers are inactive results; i = inactive; ? = inconclusive; / = not tested or not shown; & = joins results of further samples.
SMILES,tuberculosis growth,PhoP GFP inhibition,VEEV TC-83 Vero,M. tuberculosis HTS,influenza NS1A,others
COc1ccc(NC(=O)c2ccc(S(=O)(=O)N3CC(C)CC(C)C3)cc2)cc1S(N)(=O)=O (configuration not stated),-5%,/,0.7%,-2%,-19%,
CCOCCc1nnc(NC(=O)CCS(=O)(=O)c2ccccc2)s1,?,-4%,i,-3%,4%,
CCOc1cc(/C=C2\N=C3CCCCCN3C2=O)ccc1O,20%,-13%,4.7%,5%,-6%,
COC(=O)CSc1nnc2n(-c3ccc(OC)cc3)c(=O)c3c4c(sc3n12)CCCCC4,58%,-2%,0.5%,16%,2%,
C=CCn1c(N)cc(=O)nc1SCC(=O)NC(C)c1ccccc1 (configuration not stated),-5%,5%,0.1%,-1%,-5%,
COc1cccc(CN(C)C(=O)c2cc(COc3ccc4ncccc4c3)on2)c1,69%,-5%,0.3%,-4%,2%,
COc1ccc(OC)c(C2C(C(C)=O)=C(O)C(=O)N2CCc2ccc(OC)c(OC)c2)c1 (configuration not stated),13%,6%,0.4%,-3%,-3%,
Cn1cc(Br)c(C(=O)NC(=S)N2CCN(c3ccccn3)CC2)n1,16%,-1%,8.7%,3%,1%,
CC(Cl)c1cc(-c2ncc(C(F)(F)F)cc2Cl)no1 (configuration not stated),12%,-2%,0.2%,0%,0%,
CCOc1ccccc1NC(=O)CCNC(=O)c1ccco1,-12%,7%,2.4%,4%,12%,

# Retrieved by structure from above (two):
SMILES,tuberculosis growth,PhoP GFP inhibition,VEEV TC-83 Vero,M. tuberculosis HTS,influenza NS1A,others
Cn1cc(Br)c(C(=O)NC(=S)N2CCN(c3ccccn3)CC2)n1,16%,-1%,8.7%,3%,1%,
COc1cccc(CN(C)C(=O)c2cc(COc3ccc4ncccc4c3)on2)c1,69%,-5%,0.3%,-4%,2%,

# The listing continues:
SMILES,tuberculosis growth,PhoP GFP inhibition,VEEV TC-83 Vero,M. tuberculosis HTS,influenza NS1A,others
COc1cccc2c1C(CCCC(=O)O)CCC2 (configuration not stated),/,/,3.2%,/,-4%,
CCOc1ncccc1C(=O)Nc1ccc2c(c1)OCCCO2,/,/,9.8%,/,12%,
CS(=O)(=O)c1ccc2nc(NC(=O)Nc3ccc(Cl)cc3)sc2c1,-4%,-10%,i,3%,-3%,
COc1ccccc1/C=C/C(=O)OCC(=O)NCc1ccc2c(c1)OCO2,5%,/,9.7%,7%,-17%,
COc1ccc(-c2cc(C(F)F)n3ncc(C(=O)Nc4c(C)n(C)n(-c5ccccc5)c4=O)c3n2)cc1,-20%,2%,1.7%,9%,0%,
COc1cccc(NC(=O)Cn2cnc3sc(C)c(S(=O)(=O)N4CCCCC4)c3c2=O)c1,9%,18%,i,-8%,-2%,
COC(=O)C1=C(N)Oc2cc(C)n(CC3CCCO3)c(=O)c2C1c1ccc(Cl)cc1 (configuration not stated),10%,-8%,0.7%,-5%,1%,
CCCn1c(SCc2nc3ccccc3s2)n[nH]c1=O,16%,-3%,0.9%,1%,-6%,
C=CCN(CC=C)c1nc2ccccc2nc1C(C#N)C(=O)OCCOC (configuration not stated),26%,6%,6.1%,3%,0%,
COc1ccc(S(=O)(=O)N2CCOCC2)cc1NC(=O)c1ccc(S(=O)(=O)N(C)c2ccccc2OC)cc1,/,/,7.9%,/,-17%,
O=[N+]([O-])c1ccc(C=NNc2ccccc2)cc1,/,/,1.1%,/,9%,
CC1CC(C)CN(CCCNS(=O)(=O)c2ccc3c(c2)CCN3C(=O)C2CC2)C1 (configuration not stated),-11%,3%,i,-2%,-10%,
C/C(=N\NC(=O)c1ccco1)c1cc2ccccc2o1,-7%,-6%,1.1%,-13%,18%,
COc1ccc(CC(=O)OCC(=O)NCc2ccc(C)cc2)cc1OC,14%,/,i,-1%,4%,
O=C(Nc1c(C(=O)N2CCOCC2)cnn1-c1ccccc1Cl)c1ccco1,12%,1%,1.7%,-12%,6%,
CCCc1cc(=O)oc2cc(OCC(=O)NCc3cccs3)ccc12,16%,-6%,i,4%,6%,
CC1(c2ccc(Cl)cc2)NC(=O)N(CC(=O)Nc2ccc(F)cc2)C1=O (configuration not stated),-9%,4%,i,3%,-7%,
CCN1CCN(CC(=O)c2ccc(C)cc2)CC1,5%,0%,i,7%,-7%,
COc1cccc2cc(C(=O)N3CCC(C)CC3)c(=O)oc12,-9%,3%,0.1%,-2%,2%,
CC1=[N+](C)c2c(ccc3cccnc23)C1(C)C,/,/,5.5%,/,>100µM*,
COC(=O)c1ccc(-c2noc(CN(Cc3nccn3C)C(C)C)n2)cc1,9%,-4%,1.8%,43%,0%,
C=C1CCN([C@@H](CC(C)C)C(=O)NCCC(C)C)S(=O)(=O)c2ccccc21,16%,6%,i,2%,-9%,
CCCOc1ccc(CSc2nnc(CCC)n2N)cc1,9%,0%,0.6%,-6%,-5%,
CCCn1nc(C(=O)NCC2COc3ccccc3O2)c2ccccc2c1=O (configuration not stated),24%,/,7.8%,-2%,-16%,
O=C(O)CC1CCC1CC(=O)O (configuration not stated),/,/,i,/,-15%,
COc1ccc(/C(C)=N/NC(=O)Cc2ccc(Cl)cc2)cc1,-17%,-2%,i,-2%,2%,
Cc1cc(C)n2nc(CC(=O)NNC(=O)c3ccccc3Cl)nc2n1,-7%,7%,i,4%,6%,
CCC(C)(C)n1nnnc1C(c1ccccc1)N1CCc2ccccc2C1 (configuration not stated),31%,-8%,5.0%,4%,3%,
COc1ccc(/C=C(/NC(=O)c2ccc(Br)cc2)C(=O)N2CCOCC2)cc1,1%,9%,1.4%,9%,-2%,
C=CCn1c(CSc2nc3ccccc3s2)nnc1SCC(=O)OCC,?,10%,5.5%,25%,3%,
Cc1ccc(Nc2nc(N)c([N+](=O)[O-])c(NCCO)n2)cc1,-1%,-25%,2.6%,-4%,/,
CC(Oc1ccc(-c2ccccc2)cc1)C(=O)O (configuration not stated),10%,-17%,3.2%,/,4%,
Cc1c(Cl)cccc1Nc1ncccc1C(=O)O,42%,-6%,1.6%,56%,9%&5%,
Cc1cccc(NS(=O)(=O)c2nnc(NC(=O)C3CCCCC3)s2)c1,11%,4%,1.3%,0%,0%,
CCc1ccc(N(C(=O)c2snc(C(N)=O)c2N)C(C(=O)NCC2CCCO2)c2cccs2)cc1 (configuration not stated),22%,6%,10%,?,0%,
Cc1cc(C)n2c3c(c(C#N)c2n1)CCCC3,9%,2%,i,-1%,-5%,
O=[N+]([O-])c1ccc(/C=N/Nc2nc(N3CCCC3)nc(N3CCCC3)n2)o1,?,6%,0.6%,?,13%,
CCNc1nnc(CSc2nc3ccccc3s2)s1,38%,-10%,5.5%,-13%,-23%,
COc1ccc(CNC(=O)c2ccccc2NS(C)(=O)=O)cc1,-6%,-1%,0.4%,1%,-3%,
O=C(Nc1ccccc1Br)c1ccccc1-c1ccccc1,35%,1%,i,-3%,0%,

# Six successive compounds from above, for reference:
SMILES,tuberculosis growth,PhoP GFP inhibition,VEEV TC-83 Vero,M. tuberculosis HTS,influenza NS1A,others
CCc1ccc(N(C(=O)c2snc(C(N)=O)c2N)C(C(=O)NCC2CCCO2)c2cccs2)cc1 (configuration not stated),22%,6%,10%,?,0%,
Cc1cc(C)n2c3c(c(C#N)c2n1)CCCC3,9%,2%,i,-1%,-5%,
O=[N+]([O-])c1ccc(/C=N/Nc2nc(N3CCCC3)nc(N3CCCC3)n2)o1,?,6%,0.6%,?,13%,
CCNc1nnc(CSc2nc3ccccc3s2)s1,38%,-10%,5.5%,-13%,-23%,
COc1ccc(CNC(=O)c2ccccc2NS(C)(=O)=O)cc1,-6%,-1%,0.4%,1%,-3%,
O=C(Nc1ccccc1Br)c1ccccc1-c1ccccc1,35%,1%,i,-3%,0%,

# (next part)
SMILES,tuberculosis growth,PhoP GFP inhibition,VEEV TC-83 Vero,M. tuberculosis HTS,influenza NS1A,others
CN(C)S(=O)(=O)c1ccc(Cl)c(NC(=O)CNC2(C)CCS(=O)(=O)C2)c1 (configuration not stated),5%,/,i,-12%,2%,
O=C(O)c1cc([N+](=O)[O-])cc2ccccc12,/,/,7.9%,/,-6%,
CN(C(=O)COC(=O)Cc1c[nH]c2ccccc12)c1c(N)n(Cc2ccccc2)c(=O)[nH]c1=O,11%,/,3.4%,-1%,-7%,
O=C(C[C@@H]1C/C=C\C[C@H](Cc2ccc(F)cc2)C(=O)OC[C@H]2CCCN2C1=O)NCCO,-6%,/,0.5%,-1%,-4%,
O=Cc1ccccc1OCCCOc1cccc2cccnc12,62%,-6%,i,11%,0%,
CC(=O)c1ccccc1NC(=O)COC(=O)CN1C(=O)C2CCCCC2C1=O (configuration not stated),-10%,/,2.8%,-3%,-20%,
C=CCn1c(O)c(C(C)=Nc2ccc(N(C)C)cc2)c(=O)[nH]c1=O,33%,-14%,i,1%,-1%,
COc1ccccc1NC(=S)N1CCn2cccc2C1c1cccnc1 (configuration not stated),-6%,-8%,1.6%,-6%,2%,
Cc1ccc(S(=O)(=O)N2[C@@H](c3ccc(Cl)cc3)C(C(=O)O)=CC[C@H]2c2ccc(C(C)C)cc2)cc1,56%,14%,0.7%,5%,3%,VEEV TC-83 Vero 10K pilot screen=0.6
Cc1cccc(C(=O)NNC(=O)c2ccccc2-n2cccc2)c1,7%,7%,2.6%,4%,3%,
CCNC(=O)C(=O)Nc1ccc(OC)c(Cl)c1,0%,14%,3.2%,2%,-5%,
Cc1nc2scc(C)n2c(=O)c1S(=O)(=O)NCc1ccccc1,-2%,9%,0.2%,4%,-2%,
CN(CC(=O)Nc1c(Cl)cccc1Cl)C(=O)CCC(=O)c1ccccc1,/,/,2.0%,/,-5%,
Cn1c(SCC(=O)Nc2ccc(F)cc2)nc2c([nH]c3ccccc32)c1=O,/,8%,0.2%,-1%,6%,
COc1cccc(OC)c1OCCCOc1ccc([N+](=O)[O-])cc1Cl,18%,-12%,7.7%,-2%,6%,
CCOC(=O)CN1C(=O)/C(=C/c2ccccc2Br)Oc2ccccc21,14%,4%,0.5%,2%,-11%,
Cn1c(=O)[nH]c(Nc2ccc(F)cc2)c([N+](=O)[O-])c1=O,-27%,-4%,0.1%,-4%,0%,
COc1cc(C(=O)OCC(=O)NC(C)CCc2ccccc2)cc(OC)c1OC (configuration not stated),4%,3%,0.3%,3%,-4%,
CC1CCCN(C(=O)COC(=O)c2cc(-c3cccs3)nn2-c2ccccc2)C1 (configuration not stated),62%,6%,i,?,10%,
COc1ccccc1OCCCn1c(=O)oc2ccc(C)cc21,49%,-1%,8.1%,6%,-5%,
COc1cc(NC(=O)CSc2nnc3c(C)cc4cc(C)cc(C)c4n23)c(C(=O)O)cc1OC,-9%,2%,i,-5%,2%,
O=C(CCNC(=O)c1ccccc1)OCC(=O)c1ccccc1,-12%,2%,1.8%,0%,-2%,
COc1cc2nc(C3CCC3)n(N)c(=O)c2cc1OC,-18%,-1%,1.8%,-2%,17%,
CC(=O)N[C@H]1[C@H](OC2CCCCC2)O[C@H](COC(C)=O)[C@@H](OC(C)=O)[C@@H]1OC(C)=O,-9%,5%,0.8%,-4%,-6%,
COc1cc(NC(=O)CN(C)Cc2ccc(OC(F)F)cc2)c(C)cc1[N+](=O)[O-],13%,-15%,1.1%,3%,3%,
COC(=O)c1cc(CSC(=N)N)ccc1OCCC(C)C,4%,29%,?,-2%,-18%,
COc1ccccc1/C=C/C(=O)N1CCN(S(=O)(=O)c2cc(C)ccc2C)CC1,-11%,/,1.8%,-1%,2%,
CCN(CC)C(=O)C(C)N(C#N)c1nc(SC)nc(N(C)C)n1 (configuration not stated),4%,-3%,0.3%,4%,-1%,
COc1ccc(N(C)C(=O)Nc2ccc3c(c2)nnn3C)cc1,7%,2%,i,-9%,3%,
Cc1ccc(-c2nc(C#N)c(NCC3CCCO3)o2)cc1 (configuration not stated),-1%,7%,1.6%,-2%,8%,
CCN(CC)C(=O)OCc1c(-c2cccc(OC)c2)ncc2ccccc12,41%,/,1.3%,-5%,2%,
O=C(COC(=O)c1ccc(S(=O)(=O)NCc2ccco2)cc1)Nc1ccccc1,/,/,2.1%,/,-10%,
CC(C)=CCC/C(C)=C/CNC(=O)CC1C[C@H](C(=O)N(C(C)C)C(C)C)[C@@]2(C)c3[nH]c4ccccc4c3CCN2C1=O (some centres not stated),56%,/,6.2%,9%,-4%,
CCOc1ccc(CNC(=O)CCC(=O)N2Cc3ccccc3Oc3ncccc32)cc1,21%,-9%,3.3%,-3%,-9%,
CN(C)CCNC(=O)C(=O)NCC1CCCN1S(=O)(=O)c1cccs1 (configuration not stated),39%,8%,1.6%,-5%,2%,
Cc1cc(-c2nc(C)c(-c3nnc(SCC(=O)Nc4ccccc4)n3C)s2)no1,-16%,-2%,0.8%,0%,-18%,

# Bioassay records from PubChem BioAssay.
